Bioassay records deposited in PubChem BioAssay by several laboratories.
core dimer inh = inhibitors of HCV core protein dimerization, primary screen, biochemical, TR-FRET, high-throughput | TR-FRET GST/Flag-core106 dimerization, 1536-well | inhibition, % at 5 µM | hit rate 0.33% among 300,000 | AID 1899, 2009;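 active means inhibition above the mean of all tested compounds plus 3 SD, set per screening campaign, cut at about 45% in these data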
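Assay system: GST-tagged and Flag-tagged HCV core protein residues 1-106 / Times: compound-protein-antibody incubation 4 h at 22.5 °C / Signal: time-resolved FRET, ex 340 nm, em 617 and 671 nm / Evaluation: % inhibition based on acceptor/donor emission ratio / Benchmarks: wells lacking GST-core106 and wells with excess unlabelled core106 / Repeats: singlicate, one well per compound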
PP1 counter = PP1-alpha phosphatase inhibitors, primary screen, counter-screen for PP5 inhibitor project, biochemical, fluorescence, OMFP substrate, single point | Serine/threonine-protein phosphatase PP1-alpha catalytic subunit (Homo sapiens), P62136 | purified PP1alpha | inhibition, % at 6.7 µM | hit rate 0.9% among 320,000;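 active means inhibition above the mean inhibition of all tested compounds plus 3 SD, computed separately for each screening campaign, cut at about 15% in these data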
Efflux pump mplx = inhibitors of Candida efflux pumps in yeast, primary screen, S. cerevisiae, Nile Red, multiplex; hit rate 0.44% among 330,000; S. cerevisiae Candida pump triplex; AID 485275, 2010; inhibition, % at 10 µM;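 active means plate passing quality check with inhibition over a set limit, or well fluorescence over plate mean plus 4 SD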;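 further: Nile Red retained in pooled yeast measured as flow cytometry median fluorescence; 0% = buffer negative control and 100% = Enniatin B positive control; higher means more Nile Red kept so more efflux inhibition; some compounds called inactive have numbers as strong as hits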
ZTA counter = blocks Epstein-Barr virus ZTA, an EBNA-1 counter-screen; ZTA-DNA binding, fluorescence polarization; inhibition, % at 11 µM; hit rate 0.15% among 320,000; AID 2234; P03206; in the data active means inhibition above about 33%
Target sequence (P03206 whole entry, looked up): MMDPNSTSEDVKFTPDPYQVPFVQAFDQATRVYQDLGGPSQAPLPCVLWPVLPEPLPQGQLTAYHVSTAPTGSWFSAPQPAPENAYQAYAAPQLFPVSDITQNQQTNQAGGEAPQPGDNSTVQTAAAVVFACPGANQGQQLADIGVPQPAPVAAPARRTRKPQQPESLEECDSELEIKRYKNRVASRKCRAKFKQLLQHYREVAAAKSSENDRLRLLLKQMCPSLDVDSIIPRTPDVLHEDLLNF
CTSL1 counter = Fasciola hepatica cathepsin L1 inhibitors, primary screen, counter-screen for PFM18AAP inhibitor project, biochemical, QFRET, fluorogenic peptide substrate | hit rate 0.49% among 300,000 | recombinant F. hepatica cathepsin L1, Z-Leu-Arg-MCA fluorescence | inhibition, % at 5.96 µM;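 active means inhibition above the mean of all tested compounds plus 3 SD, set per screening campaign, cut at about 17% in these data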;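 further: 0% = plate median of test compound wells and 100% = 1 µM Z-Phe-Ala-diazomethylketone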
PREPL inh = PREPL enzyme inhibitors, primary screen, biochemical, fluorescence polarization | hit rate 0.68% among 320,000 | inhibition, % at 5.96 µM | recombinant PREPL, fluorescence polarization activity-based probe | Prolyl endopeptidase-like (Homo sapiens), Q4J6C6; in the data active means inhibition above about 43%;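 further: 0% = enzyme with DMSO and 100% = wells lacking enzyme; many of its hits are not listed in these tables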
Target sequence (Q4J6C6 whole entry, looked up): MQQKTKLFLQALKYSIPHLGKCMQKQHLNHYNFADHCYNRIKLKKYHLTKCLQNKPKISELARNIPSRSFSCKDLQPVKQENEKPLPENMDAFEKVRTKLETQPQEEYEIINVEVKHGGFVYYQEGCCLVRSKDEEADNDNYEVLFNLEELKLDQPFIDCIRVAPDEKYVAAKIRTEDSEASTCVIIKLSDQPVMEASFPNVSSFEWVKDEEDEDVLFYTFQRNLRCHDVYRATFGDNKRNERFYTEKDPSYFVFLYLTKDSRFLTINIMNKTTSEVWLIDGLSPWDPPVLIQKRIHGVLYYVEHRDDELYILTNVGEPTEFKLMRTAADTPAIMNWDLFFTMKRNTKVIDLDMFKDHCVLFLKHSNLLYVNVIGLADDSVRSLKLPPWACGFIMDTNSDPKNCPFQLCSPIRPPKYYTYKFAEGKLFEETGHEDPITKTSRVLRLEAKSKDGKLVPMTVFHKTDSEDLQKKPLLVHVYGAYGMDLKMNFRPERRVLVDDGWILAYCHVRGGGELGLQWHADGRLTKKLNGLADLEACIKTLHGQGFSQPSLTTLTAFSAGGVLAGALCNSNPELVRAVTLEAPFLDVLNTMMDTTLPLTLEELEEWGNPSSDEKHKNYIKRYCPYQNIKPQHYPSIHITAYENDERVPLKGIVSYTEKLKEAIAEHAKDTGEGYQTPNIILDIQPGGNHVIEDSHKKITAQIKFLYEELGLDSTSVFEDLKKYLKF
TPT1 inh = Candida albicans TPT1 enzyme inhibitors, primary screen, biochemical, fluorescence polarization; inhibition, % at 5 µM; hit rate 0.81% among 300,000; tRNA 2'-phosphotransferase TPT1 (Candida albicans SC5314); recombinant caTPT1, FP RNA substrate dephosphorylation;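 active means inhibition above the mean of all tested compounds plus 3 SD, set per screening campaign, cut at about 24% in these data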;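 further: plate controls were DMSO alone for no effect and ferristatin control at 100 nM for full effect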
PP5 primary = PP5 phosphatase inhibitors, primary screen, biochemical, fluorescence; purified PP5c, OMFP substrate fluorescence; inhibition, % at 6.7 µM; hit rate 0.18% among 320,000;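 active means inhibition above the campaign's mean inhibition across all tested compounds plus 3 SD, cut at about 9.5% in these data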;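 further: 0% = DMSO only and 100% = 100 µM cantharidin control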
EBNA-1 inhibitor = EBNA-1 DNA-binding inhibitors, primary screen, biochemical, fluorescence polarization; inhibition, % at 14.8 µM; AID 1950, 2009; hit rate 0.34% among 300,000; in the data active means inhibition above about 28%
* = called active by the depositor; . = not tested or not shown; & = joins results of further samples. Not all compounds are listed. The share of hits here may be higher or lower than overall.

1	Cc1ccc(NC(=O)CN(C)C(=O)CCCN2C(=O)c3ccccc3C2=O)cc1
2	OCC1CCCCN1C(=S)NCc1ccco1 (stereo not given)
3	COc1ccc2oc(=O)c(-c3nnc(N)s3)cc2c1
4	COc1ccccc1CCNC(=O)CC1C(=O)NCCN1CCCc1ccccc1 (stereo not given)
5	CC(C)(C)C(=O)CSc1nc2ncc(Br)cc2[nH]1
Compound	1	2	3	4	5
core dimer inh	8	1	1	-5	-6
PP1 counter	0	1	-3	9	-2
Efflux pump mplx	-0.4	0.1	0.0	0.1	0.1
ZTA counter	-6	6	-10	-11	-13
CTSL1 counter	-18	-5	-2	4	1
PREPL inh	10	14	-3	10	10
TPT1 inh	-1	-2	-4	-1	0
PP5 primary	0.5	-1.9	1.5	0.5	2.9
EBNA-1 inhibitor	-2	-22	-5	13	8

6	CCOc1cc(CNc2ccc(O)cc2)cc(Br)c1OCc1ccccc1F
7	O=C1NC(Cc2c[nH]c3ccccc23)C(=O)N1CCOc1ccc(F)cc1 (stereo not given)
8	COCCSc1ccccc1C(=O)N1CCN(Cc2ccc3c(c2)OCO3)CC1
9	O=C(CN1CCCCC1)N1N=C(c2cccs2)CC1c1cccs1 (stereo not given)
10	c1ccc(-c2nc(-c3cccnc3)n[nH]2)cc1
Compound	6	7	8	9	10
core dimer inh	6	-3	0	5	3
PP1 counter	1	4	-2	-2	-2
Efflux pump mplx	0.0	0.2	-0.1	0.0	-0.1
ZTA counter	-1	-1	2	8	4
CTSL1 counter	-2	2	-1	1	-2
PREPL inh	21	-61	16	-108	-1
TPT1 inh	-1	3	1	-1	-1
PP5 primary	8.4	4.6	-1.3	3.8	2.2
EBNA-1 inhibitor	3	-5	-3	6	-7

11	Cc1cc(N2CCCC2=O)cc(C)c1S(=O)(=O)NCCOc1ccc(C(C)(C)C)cc1
12	Nc1ccc(Oc2cc(N)cc(Oc3ccccc3)c2)cc1
13	CCN(CC(=O)Nc1ccc2c(c1)OCCO2)Cc1cc(=O)n2ccsc2n1
14	CCC(C)[C@H](NC(=O)[C@@H]1Cc2ccccc2CN1)C(=O)NCc1ccc(OC)cc1 (stereo not given in full)
15	COc1cc(CCC(=O)N2CCN(S(=O)(=O)c3ccc(C)c(C)c3)CC2)cc(OC)c1OC
Compound	11	12	13	14	15
core dimer inh	10	-4	0	-5	-5
PP1 counter	1	-1	0	4	-1
Efflux pump mplx	0.0	0.0	-0.1	0.1	-0.1
ZTA counter	-6	3	5	-3	-2
CTSL1 counter	6	-1	1	2	3
PREPL inh	4	26	7	0	1
TPT1 inh	-2	-2	-3	1	2
PP5 primary	4.8	1.6	-0.2	2.2	-0.9
EBNA-1 inhibitor	3	-5	3	-3	7

2 compounds picked at random from the list so far:
14	CCC(C)[C@H](NC(=O)[C@@H]1Cc2ccccc2CN1)C(=O)NCc1ccc(OC)cc1 (stereo not given in full)
13	CCN(CC(=O)Nc1ccc2c(c1)OCCO2)Cc1cc(=O)n2ccsc2n1
Compound	14	13
core dimer inh	-5	0
PP1 counter	4	0
Efflux pump mplx	0.1	-0.1
ZTA counter	-3	5
CTSL1 counter	2	1
PREPL inh	0	7
TPT1 inh	1	-3
PP5 primary	2.2	-0.2
EBNA-1 inhibitor	-3	3

The results go on.
16	O=C(CSc1nc(O)cc(=O)[nH]1)N1c2ccccc2CCc2ccccc21
17	CCCC(=Nc1ccccc1)C1=C(O)C(C(=O)OC)C(C)(C)CC1=O (stereo not given)
18	COc1ccc(CNC(=O)CCN2C(=S)NC(C)(C)CC2C)cc1 (stereo not given)
19	COc1ccc(OC)c2c(C)cc(N3CCN(C(=O)c4ccc(Cl)cc4)CC3)nc12
20	COc1ccc(CCn2c(N)c(S(=O)(=O)c3cccs3)c3nc4ccccc4nc32)cc1OC
Compound	16	17	18	19	20
core dimer inh	2	-3	0	3	5
PP1 counter	28*	-2	-3	-3	1
Efflux pump mplx	0.0	0.2	0.0	0.2	-0.1
ZTA counter	-3	-4	3	2	1
CTSL1 counter	0	-3	-1	-4	2
PREPL inh	24	8	1	28	6
TPT1 inh	-1	0	0	1	0
PP5 primary	1.0	1.7	0.2	4.8	2.9
EBNA-1 inhibitor	6	-3	2	1	1

One compound at a time, as listed above. Order of values: core dimer inh | PP1 counter | Efflux pump mplx | ZTA counter | CTSL1 counter | PREPL inh | TPT1 inh | PP5 primary | EBNA-1 inhibitor
O=C(CSc1nc(O)cc(=O)[nH]1)N1c2ccccc2CCc2ccccc21 is listed with 2 | 28* | 0.0 | -3 | 0 | 24 | -1 | 1.0 | 6
CCCC(=Nc1ccccc1)C1=C(O)C(C(=O)OC)C(C)(C)CC1=O (stereo not given) is listed with -3 | -2 | 0.2 | -4 | -3 | 8 | 0 | 1.7 | -3
COc1ccc(CNC(=O)CCN2C(=S)NC(C)(C)CC2C)cc1 (stereo not given) is listed with 0 | -3 | 0.0 | 3 | -1 | 1 | 0 | 0.2 | 2

Later entries:
21	CC(C)OC(=O)c1ccc(COC(=O)c2cnccn2)cc1
22	CCOC(=O)c1cc(NC(=O)CNCC(c2ccccc2)N(C)C)cc(C(=O)OCC)c1 (stereo not given)
23	O=C(C1CCN(S(=O)(=O)c2cccs2)CC1)N1CCN(c2ccccc2O)CC1
24	O=C(O)c1cccc(S(=O)(=O)N2CCN(Cc3ccc4c(c3)OCO4)CC2)c1
25	N#C/C(=N\Nc1ccc([N+](=O)[O-])cc1)C(N)=S
Compound	21	22	23	24	25
core dimer inh	-1	-5	.	6	-20
PP1 counter	-2	-2	0	-1	3
Efflux pump mplx	0.1	0.4	0.0	-0.1	-0.1
ZTA counter	3	-9	-7	-1	5
CTSL1 counter	-4	-8	.	-1	4
PREPL inh	-4	-51	11	10	8
TPT1 inh	-4	-1	.	0	14
PP5 primary	-0.1	-3.8	-1.1	3.1	7.0
EBNA-1 inhibitor	2	-18	.	-4	-3

26	CCOC(=O)c1nc2nc(-c3cccs3)cc(C(F)(F)F)n2n1
27	OC(COC(c1ccccc1)c1ccccc1)CN1CCCCC1 (stereo not given)
28	O=C(Nc1ccccc1)/C(=C1\CCCN1)[N+](=O)[O-]
29	COc1ccccc1-n1c(-c2ccccc2)c[n+]2c1CCc1ccccc1-2
30	CCN(CC)S(=O)(=O)c1cccc(C(=O)NCC(c2ccccc2)N(C)C)c1 (stereo not given)
Compound	26	27	28	29	30
core dimer inh	-1	3	0	-10&0	-3
PP1 counter	0	1	2	-2&-7	-3
Efflux pump mplx	-0.1	-0.1	0.1	-0.1&-0.2	0.3
ZTA counter	-7	-1	5	-26&12	-11
CTSL1 counter	3	11	-1	3&-3	1
PREPL inh	2	16	8	-4&10	4
TPT1 inh	-1	-2	1	0&0	0
PP5 primary	0.8	-5.1	0.7	1.5&-2.4	-1.4
EBNA-1 inhibitor	13	-8	-3	-8&0	-12

31	CC1(C)Cc2cccc(OCC(=O)Nc3ccc(OCC(N)=O)cc3)c2O1
32	Cc1cc(NC(=O)CCSc2nc(-c3ccco3)cc(C(F)(F)F)n2)n(-c2ccccc2)n1
33	OC(COc1ccc2ccccc2c1Cl)CN1CCOCC1 (stereo not given)
34	N#C/C(=C/C=C/c1ccccc1)C(=O)Nc1ccccc1
35	Cc1cccc(N2CCN(C(=O)C3CCC(=O)N(C4CC4)C3)CC2)c1C (stereo not given)
Compound	31	32	33	34	35
core dimer inh	-6	6	-4	5	9
PP1 counter	6	5	0	-4	-1
Efflux pump mplx	0.2	0.1	0.0	0.1	-0.2
ZTA counter	-5	13	6	1	-9
CTSL1 counter	-10	3	1	-2	1
PREPL inh	5	11	11	3	23
TPT1 inh	0	4	-3	-1	-2
PP5 primary	1.3	1.4	0.8	0.3	-1.0
EBNA-1 inhibitor	-3	-10	4	15	-5

36	COc1ccc(OC)c(S(=O)(=O)N2c3cc(F)ccc3CCC2C)c1 (stereo not given)
37	N#Cc1ccc(-c2ccc(OCC(=O)NCCCN3CCCC3=O)cc2)cc1
38	O=C(CSc1ncnc2sc3c(c12)CCC3)N1CCOCC1
39	CC(=O)c1c(C)oc2ccc(NS(=O)(=O)c3ccccc3)cc12
40	N=c1c2c3c(sc2ncn1N)CCC3
Compound	36	37	38	39	40
core dimer inh	-10	-3	20	9	-1
PP1 counter	0	0	2	0	-3
Efflux pump mplx	0.0	0.2	-0.5	0.3	0.2
ZTA counter	-6	4	10	-1	-5
CTSL1 counter	-3	4	0	0	4
PREPL inh	15	2	19	-12	33
TPT1 inh	-2	-1	3	-2	-1
PP5 primary	2.5	1.6	2.1	1.2	1.9
EBNA-1 inhibitor	8	-1	0	-7	-3

41	CCOC(=O)COn1c(SCC(=O)OCC)nc2ccccc2c1=O
42	COc1cc(CNc2ccc3[nH]c(=O)[nH]c3c2)cc(Cl)c1OCC(=O)NC(C)(C)C
43	COc1ccc(S(=O)(=O)c2c(O)c3ccc(C(=O)Nc4cccc(F)c4)cc3[nH]c2=O)cc1
44	O=C(NCc1ccccc1F)C1CCCN1C(=O)NCc1ccccc1 (stereo not given)
45	CCOCCOC(=O)C1=C(C)NC2=C(C(=O)CC(c3cccs3)C2)C1c1ccsc1 (stereo not given)
46	CCOc1ccc(-n2c(=O)c3c4c(sc3n(CC(=O)NCC3CCCO3)c2=O)CCCC4)cc1 (stereo not given)
47	Cc1ccc(SCCCCN2C(=O)NC(C)(C)C2=O)cc1
48	COc1ccc(CCN=C(N)NS(=O)(=O)c2ccc(F)cc2)cc1OC
Compound	41	42	43	44	45	46	47	48
core dimer inh	-3	-21	12	-2	18	-2	-7	8
PP1 counter	3	2	1	4	3	1	-4	0
Efflux pump mplx	0.0	0.1	0.0	0.0	0.0	-0.1	0.0	0.1
ZTA counter	-4	14	3	-10	-13	-8	-8	7
CTSL1 counter	-1	4	1	0	-1	2	1	2
PREPL inh	0	27	-14	-2	24	17	2	4
TPT1 inh	-1	-4	2	5	3	0	-5	2
PP5 primary	-2.1	3.9	-0.8	2.1	4.0	-0.2	0.6	1.2
EBNA-1 inhibitor	-3	-1	-14	2	-11	8	-7	12
